LMPTP inh: LMPTP (human) inhibition; P24666; recombinant LMPTP-A, OMFP fluorogenic substrate, fluorescence intensity; inhibition, % at 20 µM; 360,000 tested, 0.22% active;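 active = compounds that cut the enzyme signal by at least half of the control window in the single-dose screen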;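 also: plate controls were DMSO wells with enzyme plus substrate for no effect and substrate without enzyme for full effect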
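Assay system: LMPTP-A, protein tyrosine phosphatase of low molecular weight / Medium: pH 6.0 Bis-Tris buffer with DTT and Triton X-100 / Schedule: 50 min enzyme reaction at room temperature, protected from light / Measured by: endpoint fluorescence intensity from OMFP dephosphorylation / Read-out basis: % inhibition relative to no-enzyme and uninhibited control wells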
DNMT1 inh: DNMT1 (human) enzyme inhibition; P26358; DNMT1 molecular beacon, Hinp1I cleavage, fluorescence; 360,000 tested, 0.83% active; inhibition (reported as % activation of signal), % at 10 µM; AID 588458; in the data active = inhibition above about 50%
Target sequence (P26358 504-1616 limits assumed): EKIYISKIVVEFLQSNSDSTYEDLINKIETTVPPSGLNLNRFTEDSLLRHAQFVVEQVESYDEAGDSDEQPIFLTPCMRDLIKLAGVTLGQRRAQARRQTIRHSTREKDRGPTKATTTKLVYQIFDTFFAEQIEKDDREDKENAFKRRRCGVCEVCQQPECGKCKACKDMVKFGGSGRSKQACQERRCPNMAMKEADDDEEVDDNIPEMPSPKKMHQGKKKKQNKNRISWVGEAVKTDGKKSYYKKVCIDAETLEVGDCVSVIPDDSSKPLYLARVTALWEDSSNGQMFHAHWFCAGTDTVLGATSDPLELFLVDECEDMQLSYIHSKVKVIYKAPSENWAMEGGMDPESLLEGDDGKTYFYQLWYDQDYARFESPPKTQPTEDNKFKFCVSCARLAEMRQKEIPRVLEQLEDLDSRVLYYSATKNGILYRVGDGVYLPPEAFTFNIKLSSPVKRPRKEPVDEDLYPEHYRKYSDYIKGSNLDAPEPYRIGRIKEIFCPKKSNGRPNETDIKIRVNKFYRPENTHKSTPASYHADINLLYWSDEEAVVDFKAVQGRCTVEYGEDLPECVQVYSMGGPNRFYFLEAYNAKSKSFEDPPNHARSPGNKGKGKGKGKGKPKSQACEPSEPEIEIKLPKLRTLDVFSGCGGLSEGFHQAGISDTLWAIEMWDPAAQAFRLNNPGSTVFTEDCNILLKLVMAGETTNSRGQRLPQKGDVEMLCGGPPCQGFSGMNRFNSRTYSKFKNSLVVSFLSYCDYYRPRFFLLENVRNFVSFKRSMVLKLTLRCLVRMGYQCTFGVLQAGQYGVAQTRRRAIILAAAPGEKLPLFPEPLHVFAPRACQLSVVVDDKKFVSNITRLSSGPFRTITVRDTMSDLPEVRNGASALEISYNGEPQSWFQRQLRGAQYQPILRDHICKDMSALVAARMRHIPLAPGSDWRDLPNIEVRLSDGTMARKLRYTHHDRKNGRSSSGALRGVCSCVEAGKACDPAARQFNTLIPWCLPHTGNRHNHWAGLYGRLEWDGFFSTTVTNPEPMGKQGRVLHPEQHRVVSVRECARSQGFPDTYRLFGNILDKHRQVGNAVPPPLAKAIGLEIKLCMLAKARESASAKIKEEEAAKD
SUMO1-SIM PPI: SUMO1-SIM interaction modulation | P63165 | SUMO1 binding to a labelled peptide, TR-FRET, 1 h | inhibition, % at 20 µM | 360,000 tested, 0.33% active | AID 602429; in the data active = inhibition above about 37%
NadD inh: NadD (S. aureus) enzyme inhibition. 360,000 tested, 0.78% active. inhibition, % at 20 µM. purified NadD enzyme, colorimetric absorbance read-out; in the data active = inhibition above about 26%; also: some compounds past the cut are filed as inactive
Scp-1 inhibitor: Scp-1 (human) phosphatase inhibition; inhibition, % at 20 µM; 340,000 tested, 0.88% active; Recombinant Scp1, phosphopeptide, malachite green phosphate absorbance; AID 493091; Q9GZU7;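 active = inhibition above about 50% at 20 µM, limit read from the data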;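 also: plate controls were DMSO wells with enzyme for no effect and wells lacking enzyme for full effect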
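System: SCP-1 catalytic domain; Reagent: Phospho 17-mer peptide substrate; Doses: one concentration, 20 µM, with 1.0% DMSO; Incubation: 45 min room-temperature reaction, 5 min colour, 30 min stabiliser; Signal: Phosphate-binding colour reagent, absorbance read at 630 nm.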
Neddylation inh: blocks human cullin neddylation; TR-FRET cullin neddylation, biochemical; 360,000 tested, 0.58% active; P61081+Q13564; calls only at 25 µM; in the data active = inhibition above about 36%
TbMetRS inhib: blocks T. brucei methionyl-tRNA synthetase activity. purified T. brucei MetRS, ATP depletion, Kinase-Glo luminescence. inhibition, % at 11.9 µM. 360,000 tested, 0.4% active;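 active = inhibition above a per-plate cutoff of the control wells' mean inhibition plus 3 SD, cut at about 5.5% in these data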;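 also: 0% = DMSO wells median and 100% = median of wells with control inhibitor compound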
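Dosing: 11.9 µM compound single dose, 0.9% DMSO; Assay system: purified T. brucei MetRS enzyme; Measured by: Kinase-Glo luciferase luminescence reporting remaining unconsumed ATP; Schedule: 15 min plus 2 h at 25 °C.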
STEP block: STEP (human) phosphatase inhibition; P54829; 360,000 tested, 0.25% active; recombinant STEP, OMFP fluorogenic substrate, fluorescence; inhibition, % at 20 µM;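 active = inhibition at 20 µM, scaled per plate between control wells, above about 37%, limit read from the data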;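 also: 0% = DMSO with enzyme and substrate and 100% = substrate only without enzyme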
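Measure: Control-normalized % inhibition with plate pattern correction | Test system: STEP phosphatase, cell-free reaction | Medium: pH 6.0 Bis-Tris with DTT and Tween 20 | Technique: Fluorescence, 480/540 nm | Times: Reaction 20 min, ambient temperature | Doses: Single compound dose of 20 µM, 1% DMSO final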
NRP1-CendR mod: alters CendR peptide binding to human NRP-1. O14786. FAM-RPARPAR peptide binding to NRP-1, fluorescence polarization. inhibition, % at 25 µM. 360,000 tested, 0.85% active. AID 602438;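 active = inhibition or corrected inhibition above about 18%, plus a signal ratio from 0.5 to 1.5, limit read from the data, passing the limit was not always enough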; also: strong numbers were not always called active
SKN-1 inh: blocks SKN-1 activity in C. elegans; C. elegans VP596 Pgst-4::GFP/RFP ratio, acrylamide-induced, 24 h; inhibition, % at 21.8 µM; 360,000 tested, 0.49% active;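 active = interference check ratio from 0.5 to 1.5 plus GFP to RFP signal ratio inhibition reaching or exceeding a fixed threshold, cut at about 30% in these data, passing the limit was not always enough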; also: some compounds called inactive have numbers as strong as hits
* marks the source's active call; other numbers are inactive results; i = inactive; . = no result given; + = active, no number.

compound	LMPTP inh	DNMT1 inh	SUMO1-SIM PPI	NadD inh	Scp-1 inhibitor	Neddylation inh	TbMetRS inhib	STEP block	NRP1-CendR mod	SKN-1 inh
CCNc1sc(C(=O)c2cccs2)c(N)c1-c1nc2ccccc2s1	3.2	-6	-6	30*	-6	i	-0.5	2	-66	1
CCCCC(=O)NNC(=O)N1c2ccccc2Sc2ccccc21	0.3	-2	2	4	-9	i	-0.5	-1	0	-1
O=c1c2ccccc2[nH]c(=S)n1Cc1cccnc1	3.4	-3	1	4	-5	i	-0.1	-3	-7	10
Cn1cc2ccc(N)cc2n1	0.9	-3	-2	2	-3	.	-0.1	-1	-3	0
O=C(Nc1ccccc1OC(F)F)c1ccc(Br)o1	0.4	2	-2	-7	0	i	-0.3	-1	2	-7
Cn1cccc1/C=N/NC(=O)C(O)c1ccccc1 (stereo not drawn)	-2.2	1	-5	-6	-7	i	-1.1	-2	5	-1
COc1ccc(NC(=O)Cn2nnc(C(=O)NCc3cccs3)c2N)cc1OC	-1.6	0	2	-3	-6	i	0.5	-2	-3	21
CCC(CC)C(=O)Nc1nnc(S(=O)(=O)N2CCCc3ccccc32)s1	-0.1	-2	3	1	-7	i	0.1	0	-17	0
O=C(NCc1cccc(Cl)c1)c1ccncc1	-2.0	1	1	-8	-1	i	0.7	1	-1	-4
Cn1c(=O)n(Cc2ccco2)c(=N)c2c3c(sc21)CCCC3	0.5	0	2	7	-3	i	-0.7	-2	-4	2
CCc1cc2c(=O)c(-c3ccc4c(c3)OCCO4)c(C)oc2cc1OS(C)(=O)=O	1.1	-3	-1	-1	-7	i	-1.1	4	0	7
COc1ccc(N(Cc2cc3ccccc3[nH]c2=O)S(=O)(=O)c2ccccc2)cc1	1.3	-5	1	-10	-19	i	-0.3	-1	-9	-1
CNC(=S)NN=C(C)CCCC(C)=NNC(=S)NC	-0.1	14	-3	2	2	i	0.3	1	-2	0
N#CC1=C(N)SC(N)=C(C#N)C1c1ccnc2ccccc12	0.6	-9	4	2	-4	i	-0.7	-1	-179	27
Cc1cc(OCC(=O)Nn2cnnc2)ccc1Br	-0.3	5	0	2	-2	i	-1.3	2	0	-4
CC(C)(C)CN1C(N)=NC[C@@H]1c1ccccc1	-0.9	1	-4	-3	-3	i	-0.2	-1	14	3
COc1cccc(NC(=O)c2ccc3c(c2)OCO3)c1	-0.3	-14	-2	-8	-4	i	0.2	-1	-4	-10
Cc1n[nH]c(=O)c2c(NC(=O)CSc3c(Cl)cccc3Cl)oc(C)c12	-3.4	3	-24	3	-2	i	-0.1	0	-6	13
Cc1cc(C(=O)CSc2nnc(-c3ccco3)o2)c(C)n1CC1COc2ccccc2O1 (stereo not drawn)	0.8	-5	3	11	-9	i	0.0	0	1	14
COc1ccccc1C=Cc1ccnc2ccccc12	7.8	-1	-14	2	-5	i	0.2	0	0	2
CN(C)c1ccc(S(=O)(=O)N2CCC(Cc3ccccc3)CC2)cn1	1.9	-2	1	1	-5	i	0.2	2	-4	3
O=C(Nc1ccc2c(c1)OCCO2)c1cccc(Cl)c1Cl	-0.9	1	2	-11	-5	i	-0.5	-2	-4	-11
O=C(CSc1nc2ncc(Cl)cc2[nH]1)c1c[nH]c2ccccc12	9.8	-6	1	4	-6	i	1.1	6	-17	-14
CCCC(C(=O)n1nc(C)cc1C)C(NS(=O)(=O)c1ccc(C)cc1)c1ccccc1 (stereo not drawn)	4.6	-2	-2	0	-4	i	-0.5	5	-1	20
COC(=O)c1ccccc1NC(=O)c1cnc2sccn2c1=O	0.2	3	2	0	-3	i	0.4	2	6	-2
O=C(NCc1ccc2c(c1)OCO2)c1ccc2c(c1)OCCO2	1.2	1	-1	-3	1	i	-0.6	4	0	5
CC[n+]1c(C)cc(C)n1-c1ccccc1	0.3	-40	-2	16	95*	i	-0.3	0	18	1
O=S(=O)(c1ccc2ccccc2c1)N1CCN(S(=O)(=O)N2CCOCC2)CC1	-0.4	-1	-4	0	-6	i	-0.8	0	0	-15
CN(Cc1ccccc1)C(=C(Cl)Cl)C(=C1NCCN1)[N+](=O)[O-]	-4.8	-3	-3	-2	-9	i	0.1	1	5	2
O=c1cc(CN2CCN(c3cccc(Cl)c3)CC2)c2cc(O)c(-c3ccccc3)cc2o1	-0.6	30	3	39*	6	i	-0.9	2	4	9
Cc1ccc(C)c(OCc2n[nH]c(=S)o2)c1	0.2	1	3	3	1	i	0.9	1	-6	-2
CCc1cc(=O)oc2c(C)c(OCC(=O)N3CCC(C(=O)O)CC3)ccc12	-1.6	2	6	-1	-1	+	-1.3	-3	8	-7
O=S(=O)(c1ccccc1)c1cnc(-c2cccnc2)nc1-c1ccccc1	-0.2	-2	-3	12	0	i	0.0	4	7	16
CCOc1ccc(C(=O)N(Cc2ccc(N(C)C)cc2)C2CCS(=O)(=O)C2)cc1 (stereo not drawn)	-0.5	-1	-10	2	-2	i	-1.3	-1	3	-37
Cc1snc(S(=O)(=O)/C(C#N)=N/Nc2ccc(C(F)(F)F)cc2)c1C#N	2.3	-14	3	1	8	i	-0.3	-1	-10	11
CC(=O)c1ccc(NC(=O)COC(=O)c2nc(Cl)ccc2Cl)cc1	-1.5	0	4	-5	-3	i	-0.9	-1	-15	-7
CCOc1ccc(OCc2ccc(C(=O)N3CCOCC3)cc2)cc1	-0.1	-9	2	4	-5	i	-0.3	0	2	14
Clc1cccc(-c2nc3c4ccccc4ccn3c2Cc2ccsc2)c1	3.8	-3	1	8	.	i	-1.1	1	-4	6
Cc1cc(C)c(S(N)(=O)=O)c(C)c1-n1cnnn1	-0.6	-4	-3	-2	0	i	-0.1	2	-3	6
CCCc1c(C(=O)Nc2cc(C(C)(C)C)on2)cnn1-c1ccccc1	3.0	2	5	2	-11	i	-0.3	2	4	11
CC(Sc1nnc(CC(C)c2ccccc2)n1N)C(N)=O (stereo not drawn)	-3.0	1	2	-7	-10	i	-0.2	0	-6	4
O=C1CC(SC(=Nc2ccccc2)Nc2ccccc2)C(=O)N1c1cccc(Cl)c1 (stereo not drawn)	5.5	-6	-2	11	-2	i	-0.1	-3	12	6
Cn1nc(C(=O)Nc2cccc(C(=O)NC3CC3)c2)c2ccccc2c1=O	0.3	-2	-5	-2	-8	i	-0.1	-1	-3	10
CC(C)Cn1c(N)c(C(=O)COC(=O)C2CCCCC2)c(=O)n(C)c1=O	-0.4	-2	2	-5	-6	i	0.3	0	5	-7
O=C(CCNC(=O)c1ccc(Br)cc1)Nc1ncccc1O	0.3	-3	1	3	-6	i	1.4	0	11	13
O=C(O)CNS(=O)(=O)c1ccc2c(c1)Cc1cc(S(=O)(=O)NCC(=O)O)ccc1-2	-1.1	2	13	-1	-7	i	-0.2	2	-14	14
Nc1ccc(NC(=O)NC2CCCCC2)cc1[N+](=O)[O-]	1.1	-2	-31	-2	18	i	-0.5	3	-12	3
Oc1ccc(/C=C/c2cnccn2)cc1	0.7	0	-27	-5	-13	i	0.9	-3	3	21
O=C1/C(=C/c2ccc(N3CCOCC3)o2)SC(=Nc2ccccc2)N1CCc1c[nH]c2ccccc12	7.0	-13	-28	40*	-1	i	0.2	-77	126	3
CCCCC1=CC2=CC(=O)C(C)(OC(=O)CC)C(=O)C2=CN1CCc1ccccn1 (stereo not drawn)	0.4	-6	-8	1	9	+	-0.5	1	2	6
Cc1nn(C(C)(C)C)c(OC(=O)C2CCCC2)c1S(=O)(=O)c1ccccc1	1.0	-2	-3	-6	-11	i	-0.6	-2	-2	10
CC(C)OC(=O)c1cc(C(=O)c2cc(F)ccc2O)coc1=N	-1.0	5	-5	0	-4	i	-1.2	-1	-3	-8
COc1ccc(C(C(=O)NC2CCCC2)N(C(=O)c2ccoc2C)c2ccccc2)cc1 (stereo not drawn)	0.1	0	4	-2	-3	i	-0.3	0	-4	22
O=C(Nc1ccc(Br)cc1F)c1cccnc1	-0.7	-1	2	-2	-1	i	0.2	-5	8	7
COc1cccc(C(C(=O)NCc2ccco2)N(Cc2ccco2)C(=O)Cn2nnc3ccccc32)c1 (stereo not drawn)	-1.0	-1	3	-5	-4	i	-1.1	5	-13	-26
CN(Cc1nc(-c2cccnc2)no1)S(=O)(=O)c1ccc2ccccc2c1	1.3	-7	-8	-14	40	i	0.3	2	13	2
O=C(NCc1nc(-c2ccccc2)no1)Nc1ccc(F)cc1	-0.1	2	0	-9	-13	i	-0.1	-1	-14	-9

An excerpt of these results, as labelled records:
> CCCC(C(=O)n1nc(C)cc1C)C(NS(=O)(=O)c1ccc(C)cc1)c1ccccc1 (stereo not drawn)
  LMPTP inh = 4.6 | DNMT1 inh = -2 | SUMO1-SIM PPI = -2 | NadD inh = 0 | Scp-1 inhibitor = -4 | Neddylation inh = i | TbMetRS inhib = -0.5 | STEP block = 5 | NRP1-CendR mod = -1 | SKN-1 inh = 20
> Cn1c(=O)n(Cc2ccco2)c(=N)c2c3c(sc21)CCCC3
  LMPTP inh = 0.5 | DNMT1 inh = 0 | SUMO1-SIM PPI = 2 | NadD inh = 7 | Scp-1 inhibitor = -3 | Neddylation inh = i | TbMetRS inhib = -0.7 | STEP block = -2 | NRP1-CendR mod = -4 | SKN-1 inh = 2

Screening results (PubChem)
